Source: PubChem
esBAF inh: Bmi1 luciferase reporter increase in mESCs, primary screen, esBAF inhibitor project, mouse ES cells, Bmi1 luciferase knock-in, single point | AID 602393, 2012 | 24 h; 100% = twice the neutral-well signal | reporter increase, % at 12.5 µM | actives 2% (n = 350,000); in the data active = activation above about 40%; inconclusive = no clear call, values can overlap the other calls;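 note: 0% = median of the plate's neutral control wells and 100% = double that signal; a rise in the Bmi1 reporter signal indicates esBAF inhibition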
E-selectin induc: E-selectin induction in HUVECs, primary screen, imaging, HUVEC, immunofluorescence imaging, single point | activation, % at 7.58 µM | normalized: neutral wells 0, TNF-alpha wells 100 | P16581 | actives 0.37% (n = 260,000);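 active = mean E-selectin-positive cell signal at least 10% of the positive control, reached in at least 60% of replicates, without over 20% cell loss; inconclusive = no rule given, readout overlaps actives, possibly toxicity-flagged; inactive = the rest, including those meeting only one limit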;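 note: in these data hits start at about 27%; measured in HUVEC primary endothelial cells; signal is the percent of cells scored E-selectin positive by PE staining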
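System: HUVEC, human umbilical vein endothelial cells; quantity: 3,000 cells/well; buffer or medium: EGM-2 medium, gelatin-coated wells; dosing: single-point compound dose; detection: immunofluorescence imaging; evaluation: % PE-positive cells; benchmarks: TNF-alpha, DMSO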
ARNT TACC3 PPI: disruptors of ARNT/TACC3 protein interaction, primary screen, biochemical, AlphaScreen, single concentration; Transforming acidic coiled-coil-containing protein 3 (Homo sapiens), Q9Y6A5; AlphaScreen His-ARNT PAS-B/GST-TACC3 binding, luminescence; TACC3 fragment carries E629A point mutation; inhibition, % at 9.99 µM; actives 0.66% (n = 390,000); AID 623870, 2012;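 active = mean inhibition of replicates at least 50% and at least half of replicates each reaching 50%; inconclusive = half or more replicates reach 50% but mean below 50%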;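 note: 0% = complete ARNT plus TACC3 wells and 100% = ARNT alone without TACC3; many hits fall short of the cut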
PglD inh: C. jejuni PglD acetyltransferase inhibitors, primary screen, biochemical, DTNB colorimetric, single point; UDP-N-acetylbacillosamine N-acetyltransferase PglD (Campylobacter jejuni); actives 0.098% (n = 360,000); purified PglD enzyme, DTNB colorimetric CoA detection; inhibition, % at 12.5 µM; AID 602405, 2012; in the data active = inhibition above about 16%, passing the limit was not always enough; inconclusive = no clear call, values can overlap the other calls; note: strong numbers were not always called active
RAD54 inh: inhibitors of human RAD54 branch migration, primary screen, biochemical, fluorescence, single point; DNA repair and recombination protein RAD54-like (Homo sapiens), Q92698; RAD54 Holliday junction branch migration, FAM/BHQ fluorescence; inhibition, % at 10.4 µM; actives 0.14% (n = 360,000);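 active = mean normalized replicate activity at least 40 and at least half of replicates scoring 40 or more; inconclusive = only one of the two criteria met; inactive = mean below 40 and under half of replicates reaching 40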;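 note: 0% = median of neutral control wells and 100% = median of positive control wells; inhibitors cause a drop in the FAM fluorescence signal; in these data hits start at about 50%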
RAD52 anneal inh: RAD52 DNA annealing inhibitors, primary screen, biochemical, FRET, single point, set 2; DNA repair protein RAD52 homolog (Homo sapiens), P43351; recombinant RAD52 DNA annealing, FRET fluorescence; inhibition, % at 18.7 µM; actives 0.46% (n = 360,000);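 active = every replicate showing at least 50% inhibition; inconclusive = mean inhibition at least 50% but not in every replicate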
Target sequence (P43351 whole entry, looked up): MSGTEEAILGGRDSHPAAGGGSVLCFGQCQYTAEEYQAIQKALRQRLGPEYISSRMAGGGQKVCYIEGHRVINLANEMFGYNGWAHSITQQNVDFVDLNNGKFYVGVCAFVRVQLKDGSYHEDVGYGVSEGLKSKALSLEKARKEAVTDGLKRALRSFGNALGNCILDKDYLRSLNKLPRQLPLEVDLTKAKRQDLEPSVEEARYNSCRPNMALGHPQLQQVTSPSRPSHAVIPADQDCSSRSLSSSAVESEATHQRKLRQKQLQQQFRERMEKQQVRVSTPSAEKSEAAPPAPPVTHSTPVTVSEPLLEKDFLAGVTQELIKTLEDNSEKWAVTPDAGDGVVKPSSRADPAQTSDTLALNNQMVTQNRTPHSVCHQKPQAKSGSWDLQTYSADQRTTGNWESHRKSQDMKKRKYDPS
ERp5 inh: inhibitors of ERp5-driven insulin aggregation, primary screen, biochemical, turbidity, absorbance 650 nm, single point; inhibition, % at 9.99 µM; actives 0.05% (n = 350,000); Protein disulfide-isomerase A6 (Homo sapiens), Q15084; 90 min;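 active = mean replicate inhibition above about 25%, with every replicate also reaching it, limit read from the data, passing the limit was not always enough; inconclusive = only one of those two criteria met; inactive = neither criterion met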
Casp6 inh: human caspase-6 inhibitors, primary screen, biochemical, VEID-R110 fluorescence, single point, set 2; AID 686996, 2013; inhibition, % at 12.5 µM; purified caspase-6, Z-VEID-R110 cleavage fluorescence; actives 0.53% (n = 350,000);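 active = mean inhibition across replicates at least about 35%, with every replicate also reaching that limit, limit read from the data; inconclusive = only one of the two criteria met; inactive = neither criterion met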;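 note: 0% = median of neutral control wells and 100% = no fluorescence left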
Target sequence (P55212 24-179 limits assumed): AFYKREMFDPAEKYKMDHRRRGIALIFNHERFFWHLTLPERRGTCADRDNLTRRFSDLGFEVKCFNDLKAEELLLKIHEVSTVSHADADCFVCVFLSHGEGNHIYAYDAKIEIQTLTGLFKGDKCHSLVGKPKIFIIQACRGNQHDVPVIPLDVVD
Target sequence (P55212 194-293 limits assumed): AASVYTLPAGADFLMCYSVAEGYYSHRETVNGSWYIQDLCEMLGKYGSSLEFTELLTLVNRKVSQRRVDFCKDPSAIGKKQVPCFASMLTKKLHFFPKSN
An asterisk follows results filed as active; u = inconclusive; x = no result given.

SMILES	esBAF inh	E-selectin induc	ARNT TACC3 PPI	PglD inh	RAD54 inh	RAD52 anneal inh	ERp5 inh	Casp6 inh
COC(=O)C[C@H]1C=C[C@H](NS(=O)(=O)c2ccc(OC)cc2)[C@@H](CO)O1	-5	0.6	-23	0	4	-5	13	0
CCOC(=O)C1C(=O)C=C(c2ccc([N+](=O)[O-])cc2)CC1c1ccccc1 (stereo unspecified)	-12	x	7	1	1	x	x	x
CCNC(=O)CN(CCc1ccccc1)S(C)(=O)=O	-6	x	-9	5	-3	x	x	x
CCN(CC(=O)Nc1cc(Cl)ccc1C)C(=O)C1CCN(c2ncnc3sc(C)c(C)c23)CC1	2	0.5	x	-2	-4	-4	2	-30
O=C(NNc1cccc(Cl)n1)c1ccc(Cl)cc1Cl	52*	x	0	-2	0	-3	-9	-1
Cc1ccc(S(=O)(=O)N2CCN(C(=O)c3ccccc3)CC2)cc1	-7	x	-2	3	8	x	x	x
CC(=O)Nc1ccc(S(=O)(=O)NCCC(=O)Nc2ncccc2C)cc1	x	2.7	0	4	-19	-3	-6	1
CCN(CC)c1ccc(NC(=O)c2ccc3c(c2)OCO3)c(C)c1	12	3.8	3	-6	-14	-25	4	-1
Cc1ccc(NC(=O)COc2nc(C)cs2)cc1	-7	x	-3	0	5	-5	2	3
O=C(COC(=O)CSc1ccccc1)NCCNC(=O)COC(=O)CSc1ccccc1	x	x	2	x	x	-8	1	-8
COC(=O)C1=C(C)NC(=O)CC1c1ccccc1OC (stereo unspecified)	x	x	0	x	x	3	-1	5
CCOC(=O)CSc1nc2ccc(N3CCOCC3)cc2c(=O)n1Cc1ccccc1	29	x	0	-6	3	x	x	x
Cc1ccccc1-n1nc2c(c1NC(=O)c1c(-c3ccccc3Cl)noc1C)CS(=O)(=O)C2	-14	x	2	1	5	x	x	x
O=C(CO)C(O)C(O)C(O)CO (stereo unspecified)	4	0.9	-13	0	2	-2	-2	0
CCOC(=O)c1ccc(NS(=O)(=O)c2cc(C)ccc2OC)cc1	-2	-2.4	-7	3	-8	x	x	x
COC(=O)C[C@@H]1CC[C@H]2[C@H](COc3ccc(NC(=O)c4cccc(OC)c4)cc3C(=O)N2C)O1	7	-0.1	-3	-1	2	-9	7	0
O=C(C[C@@H]1C=C[C@H](NC(=O)Cc2cccnc2)[C@@H](CO)O1)Nc1ccc(-c2ccccc2)cc1	x	-0.1	x	x	x	1	-5	0
COc1ccccc1C(=O)Nc1nnc(-c2ccc3c(c2)CCCC3)o1	-5	0.3	0	x	8	7	4	0
CCOc1ccccc1C(=O)Nc1nnc(SCC(=O)N2CCCC2)s1	5	1.0	x	4	-8	33	-3	0
COc1cccc(NC(=O)Cn2c(CCC(=O)O)ccc2-c2ccc(C)cc2)c1	x	x	-6	x	x	-42	-1	6

An excerpt of these results, with two lines to a compound:
Screens in order: esBAF inh	E-selectin induc	ARNT TACC3 PPI	PglD inh	RAD54 inh	RAD52 anneal inh	ERp5 inh	Casp6 inh
O=C(CO)C(O)C(O)C(O)CO (stereo unspecified)
 : 4	0.9	-13	0	2	-2	-2	0
CC(=O)Nc1ccc(S(=O)(=O)NCCC(=O)Nc2ncccc2C)cc1
 : x	2.7	0	4	-19	-3	-6	1
Cc1ccc(S(=O)(=O)N2CCN(C(=O)c3ccccc3)CC2)cc1
 : -7	x	-2	3	8	x	x	x
O=C(C[C@@H]1C=C[C@H](NC(=O)Cc2cccnc2)[C@@H](CO)O1)Nc1ccc(-c2ccccc2)cc1
 : x	-0.1	x	x	x	1	-5	0

More compounds:
SMILES	esBAF inh	E-selectin induc	ARNT TACC3 PPI	PglD inh	RAD54 inh	RAD52 anneal inh	ERp5 inh	Casp6 inh
O=C(CNCc1ccccn1)Nc1cc(C(F)(F)F)ccc1N1CCOCC1	-5	5.2	58*	-7	x	-13	4	-9
COCCCNCCC(CCC(C)C)c1ccc2c(c1)OCO2 (stereo unspecified)	x	4.0	x	2	u	-9	-1	-1
O=C(CN(C(=O)c1csnn1)c1ccc(F)cc1)NCCc1ccccc1	3	x	-1	0	-4	-10	2	-1
N#C/C(=C/c1cc[nH]c1)C(N)=S	x	x	7	x	x	-5	1	4
CCn1c(SCC(=O)N/N=C/c2ccc(O)c(OC)c2)nc2ccccc21	x	x	-11	x	x	-7	5	-1
CCOC(=O)[C@]12CCC=C1N(Cc1ccco1)C(=O)[C@H](CC(=O)NCc1ccccc1)C2	x	0.0	x	x	x	-49	-4	2
COCC(=O)N1CC[C@H]2[C@H](CO)Nc3ccc(C#Cc4ccc(OC)cc4)cc3[C@H]21	x	0.7	x	x	x	14	2	0
COc1cc(/C=C2\SC(=S)N(CCC(=O)Nc3ccc(O)cc3)C2=O)cc(OC)c1OC	5	0.3	-1	-9	0	-13	0	-1
CCCn1c(N2CCN(CC(=O)c3c(C)n(C)c4ccc(OC)cc34)CC2)nc2c1c(=O)[nH]c(=O)n2C	3	x	5	-3	1	x	x	x
COc1ccc(NC(=O)Nc2cc(C)ccc2F)cc1OC	24	15	x	9	-4	-19	2	-2
COCC(=O)N1CC2(C1)CN(Cc1ccc3c(c1)OCO3)[C@@H](CO)c1c2c2ccc(OC)cc2n1C	x	0.1	x	x	x	-3	-8	1
COc1ccc(/C=C2/CCC(CN3CCOCC3)C2=O)cc1 (stereo unspecified)	x	-0.2	4	x	x	-16	-6	0
CCOc1ccc(NC(=O)C(C)Oc2ccc(C#N)cc2)cc1S(=O)(=O)N1CCCC1 (stereo unspecified)	0	x	x	x	x	-21	4	1
N#C/C(=C/c1ccccc1[N+](=O)[O-])C(=O)NCc1ccco1	x	0.0	1	10	-2	-53	-10	9
COc1ccccc1NC(=O)CN1CCN(CC(=O)Nc2ccc(OC)c(OC)c2)CC1	5	0.0	-23	-2	-2	5	2	3
Cc1ccc(S(=O)(=O)N[C@H]2CC[C@@H](CC(=O)N3CCC(Cc4ccccc4)CC3)O[C@H]2CO)cc1	2	0.0	-4	0	-6	14	3	0
COc1ccc(C2C(C(C)=O)=C(O)C(=O)N2CCc2c[nH]c3ccccc23)cc1 (stereo unspecified)	x	x	4	x	x	-21	6	2
CC1CCCCC1NC(=O)C1CCN(S(=O)(=O)c2ccc(-n3cnnn3)cc2)CC1 (stereo unspecified)	-5	x	-5	-1	6	x	x	x
CCN1C(=O)[C@H]2[C@H]3CN=C(SCc4ccccc4)N3[C@@](CC)(C(=O)OC)[C@H]2C1=O	-4	x	8	9	-7	-9	-1	-1
O=C(C1CCCC1)N1CCCCN2[C@H](CO)[C@@H](c3ccc(C#CC4(O)CCCC4)cc3)[C@@H]2C1	x	x	-7	2	-2	3	3	0

Shown with values under each structure: three of the compounds above.
Each structure is followed by: esBAF inh | E-selectin induc | ARNT TACC3 PPI | PglD inh | RAD54 inh | RAD52 anneal inh | ERp5 inh | Casp6 inh
CCn1c(SCC(=O)N/N=C/c2ccc(O)c(OC)c2)nc2ccccc21
    x | x | -11 | x | x | -7 | 5 | -1
CCOC(=O)[C@]12CCC=C1N(Cc1ccco1)C(=O)[C@H](CC(=O)NCc1ccccc1)C2
    x | 0.0 | x | x | x | -49 | -4 | 2
COCC(=O)N1CC[C@H]2[C@H](CO)Nc3ccc(C#Cc4ccc(OC)cc4)cc3[C@H]21
    x | 0.7 | x | x | x | 14 | 2 | 0

An excerpt from above in order of the Casp6 inh value, smallest number first.
Molecule	esBAF inh	ARNT TACC3 PPI	PglD inh	RAD52 anneal inh	ERp5 inh	Casp6 inh
COc1ccc(NC(=O)Nc2cc(C)ccc2F)cc1OC	24	x	9	-19	2	-2
COCC(=O)N1CC[C@H]2[C@H](CO)Nc3ccc(C#Cc4ccc(OC)cc4)cc3[C@H]21	x	x	x	14	2	0
CCOc1ccc(NC(=O)C(C)Oc2ccc(C#N)cc2)cc1S(=O)(=O)N1CCCC1 (stereo unspecified)	0	x	x	-21	4	1

Additional records
SMILES	esBAF inh	E-selectin induc	ARNT TACC3 PPI	PglD inh	RAD54 inh	RAD52 anneal inh	ERp5 inh	Casp6 inh
O=C(CSc1nnc(-c2ccc(Cl)s2)o1)N1CCCc2ccccc21	4	x	0	3	-13	x	x	x
CCOc1cc(/C=C\c2nc(O)c([N+](=O)[O-])c(=O)[nH]2)ccc1OC(C)CC (stereo unspecified)	x	0.0	0	x	x	-51	-2	x
CCn1cc(CN(C)C(=O)/C=C/c2ccc([N+](=O)[O-])cc2)c(C)n1	-11	-0.1	-7	3	-5	x	x	x
C[C@@H]1CN([C@H](C)CO)C(=O)c2cc(Br)cnc2O[C@H]1CN(C)S(=O)(=O)c1ccc(F)cc1	-8	0.2	3	-4	-9	9	-3	-1
COc1ccc(C2Nc3ccccc3C(=O)N2Cc2ccccc2)cc1 (stereo unspecified)	-4	x	-18	4	8	-14	3	0
Clc1cccc(N2CCN(Cc3ccc(Br)o3)CC2)c1	-5	x	0	-1	-5	6	-7	0
Cc1cccc(C)c1NC(=O)CNC(=O)c1c(C)nn(-c2ccccc2)c1Cl	x	-0.2	1	x	x	-9	1	0
CCOc1cc(NC(=O)c2cccs2)c(OCC)cc1NC(=O)c1cccnc1	9	x	-7	0	0	-13	5	-3
CCOc1cc(N2CCOCC2)c(OCC)cc1NC(=O)c1cc(S(=O)(=O)N2CCOCC2)ccc1C	1	-0.1	1	3	2	-19	-6	1
O=c1[nH]cccc1-c1nc2ccccc2[nH]1	23	-0.1	-51	-119	-16	-9	3	3
Cc1ccnc(NS(=O)(=O)c2ccc(NS(C)(=O)=O)cc2)n1	x	x	0	-4	1	-15	9	0
Cn1cc(CN2CCN(Cc3ccccc3)CC2)c(-c2cccc(Cl)c2)n1	x	2.5	8	x	x	-8	3	-4
CCCC(C(=O)NC1CCCC1)N(Cc1ccc(F)cc1)C(=O)c1snc(C(N)=O)c1N (stereo unspecified)	-7	-0.3	1	x	x	-4	7	0
O=C(Nc1ccccc1C(=O)O)c1cccc(N2C(=O)c3ccccc3C2=O)c1	-3	x	-1	6	2	-12	1	2
Cc1cccc2sc(NNC(=O)c3ccc4c(c3)OCCO4)nc12	6	1.8	-1	-5	4	-85	0	2
O=S(=O)(NC1CC1)c1ccc2c3c(cccc13)CC2	2	x	-5	2	6	-5	-1	1
C#Cc1ccc(CN2CCC(C(=O)Nc3ccc(Oc4ccccc4)nc3)CC2)cc1	-15	x	-1	-2	1	-101	-4	-1
Cc1ccc(NS(=O)(=O)c2ccc(C)c(C(=O)N3CCOCC3)c2)cc1	x	0.0	-1	1	11	-14	5	0
COc1cc(-c2noc(C)c2C(=O)NCCCn2ccnc2)cc(OC)c1OC	4	0.1	-8	5	-4	-13	2	0
CC(C)n1cnnc1SCC(=O)NCC(=O)Nc1ccc(F)cc1	6	1.2	-5	1	-15	8	5	2
